Bioassay records deposited in PubChem by National Center for Advancing Translational Sciences (NCATS).
B2AR arrestin: agonists driving beta-arrestin recruitment to human beta2-adrenergic receptor; P07550; beta-arrestin recruitment to beta2AR, cell-based reporter; Potency, µM (top dose mostly 46.1 µM), without a hit: top-dose activation, hits mostly activators; actives 0.02% (n = 330,000); AID 492947;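 note: potency is the fitted concentration of half-maximal effect; 0% = DMSO controls and full agonism = EC100 isoproterenol or metaproterenol; nearly all actives have a fitted effect of over 65% in size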
TCR act: activates T cell receptor signaling. primary human leukocytes, anti-CD3, IL-2 HTRF, 48 h. Potency, µM (top dose mostly 9.22 µM), for inactives: at the highest dose activation of IL-2 secretion, usual class: activators. AID 504894. 330,000 tested, under 10 active; note: % of control where 0% means no effect
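Activity was scored as IL-2 release from primary human leukocytes given only a TCR signal (a-CD3 beads) plus compound for 48 hr. Detection used a two-antibody HTRF format read at 665nm.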
ELG1 repair inh: blocks ELG1-dependent DNA repair in HEK293T cells; HEK293T ELG1-luciferase reporter, luminescence, 16 h; DNA damage induced by 5-fluorouridine; Potency, µM (top dose mostly 46.1 µM), without a hit: at the highest dose activity change, negative = inhibition, most hits filed as inhibitors; actives 2.3% (n = 330,000); AID 504467; note: potency is the fitted concentration of half-maximal effect; % is set by controls: 0 for no effect and ±100 for the full control effect; nearly all actives have a fitted effect of over 55% in size
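Reporter activity after DNA damage by 5-fluorouridine is monitored. Compound-treated cells incubate 16 hr at 37 °C, then ONE-Glo is added for 30 min before luminescence reading.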
MLL CXXC-DNA inh: MLL CXXC-DNA interaction inhibition. MLL-CXXC / FITC-HOXA9 DNA fluorescence polarization. Potency, µM (highest dose often 115 µM), for the others: at the highest dose activity change, negative = inhibition, most hits filed as inhibitors. actives 0.037% (n = 290,000). AID 2662. Q03164; active = well fitted inhibition curve with a large enough effect in the polarisation, with a control signal flat, not every such curve was filed as active; inconclusive = small, poorly fitted or top-dose-only effect, or effect the other way, or a change in a side signal; inactive = no such curve, though single readings can be large or run the other way; the % refers to the polarisation; note: potency is the fitted concentration of half-maximal effect
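Steps: dispense CXXC domain solution (7 uM) → pin compounds or unlabeled HOX-A9 DNA control → 5 min ambient → add FLSN-HOX-A9 solution (50 nM) → spin → 30 min ambient → fluorescence polarization. Tris pH 7.5/NaCl/DTT/BSA buffer.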
p53 reactivation: mutant p53 re-activation in reporter cells; H1299 p53-A138V BP100-luciferase reporter, luminescence, 24 h; Potency, µM (titrated, usually from 92.2 µM), without a hit: at the top dose activity change, positive = activation, most hits filed as activators; AID 504706; actives 0.063% (n = 320,000); note: potency is the fitted concentration of half-maximal effect; % of control where 0% means no effect; nearly all actives have a fitted effect of over 45% in size
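H1299 (p53-null), stable ts p53-A138V + BP100-Luc; 1000 cells/well, Opti-MEM/10% FBS; cpd 4 pt, 1:5; 24 h, 37 deg C, 5% CO2; detection reagent 10 min RT; luminescence.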
Integrin act MD: activators of alpha7 integrin expression for muscular dystrophy; alpha7betagal myoblasts, beta-gal FDG fluorescence, 48 h; actives 0.064% (n = 350,000); AID 624291; Potency, µM (series often up to 38.3 µM), without a hit: at the highest dose activation, hits mostly activators;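 note: potency is the fitted concentration of half-maximal effect; 100% = response of the positive control SU9516; nearly all actives have a fitted effect of over 60% in size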
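Alpha7betagal+/- myoblasts (passage 13) were plated 16-24 hr, then exposed to compounds (1:260 dilution of DMSO stock) for 48 hours at 37C. After MPER lysis, β-galactosidase reporter activity was read as FDG fluorescence (ex 480/em 540) after 30 minutes.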
TSG101-PTAP inh: blocks PTAP/TSG101 interaction to inhibit HIV-1 budding; Fluorescence polarization, FITC-PTAP peptide / Tsg101 binding; 340,000 tested, under 10 active; Q99816; Potency, µM (doses to about 115 µM), for inactives: top-dose activity change, negative = inhibition, most hits filed as inhibitors; AID 493005; active = well fitted inhibition curve with a large enough effect in the main read-out, with a control signal flat, not every such curve was filed as active; inconclusive = small, poorly fitted or top-dose-only effect, or effect the other way, or a change in a side signal; inactive = no such curve, though single readings can be large or run the other way; note: potency is the fitted concentration of half-maximal effect; % of control where 0% means no effect
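Fluorescence polarization binding of Tsg101 binding domain (10 uM final) to FITC-labeled PTAP peptide (50 nM final) in HEPES pH 7.5 buffer with NaCl, Tween 20, EDTA, TCEP. Compounds added before peptide; binding 20 min at RT.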
BRCA1 expr up: activators of BRCA1 expression; MCF7-BRCA1-FFLuc reporter, luminescence, 48 h; response scale: scaled: vehicle 0%, 10 µM genistein 100%; Potency, µM (highest dose often 46.1 µM), for inactives: top-dose activation, hits mostly activators; actives 1.1% (n = 380,000); note: potency is the fitted concentration of half-maximal effect; nearly all actives have a fitted effect of over 80% in size; some results filed as inactive show a strong effect at the top dose
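Reporter cells (MCF7, BRCA1 promoter-firefly luciferase) received library compounds across a concentration series for 48 h. End-point luminescence was measured and concentration-effect curves derived after normalization.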
A-T KAP1 phos: potential ataxia-telangiectasia treatment; actives 0.19% (n = 320,000); […] A-T fibroblasts, KAP-1 phosphorylation AlphaLISA; neocarzinostatin DNA damage 30 min before lysis; Potency, µM (top dose mostly 57.5 µM), inactives show at the highest dose activation, most hits filed as activators; note: potency is the fitted concentration of half-maximal effect; % of control where 0% means no effect; nearly all actives have a fitted effect of over 45% in size
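hTERT-immortalized A-T patient fibroblasts ([…]), 500 cells/well in OPTI-MEM, 1% FBS, got compounds for 60 min, then NCS for 30 min at 37C. Lysates were then assayed for phospho-KAP-1 by AlphaLISA (anti-pKAP1 donor, anti-KAP1 acceptor beads), 6 hr at 25C.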
TRPV1 ag: human TRPV1 agonism; TRPV1-expressing cells, Fluo-8 calcium influx, agonist mode; Q8NER1; actives 0.19% (n = 320,000); AID 540275; activation, % at 8.33 µM; in the data active = activation above about 80%; inconclusive = between about 30% and that limit; note: 0% is about no effect
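TRPV1-expressing cells were cultured overnight at 35.5C and loaded with Fluo-8 calcium dye for 40 to 90 min at room temperature. After a 10 s baseline, compound was added and calcium influx was read kinetically for 3 min (ex 480/em 520 nm).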
An asterisk follows results filed as active; ? = inconclusive; . = no result given; [ ] = another dose, or the depositor's remark. Unless noted, calls come from the whole dose curve; as a rule, active = well fitted curve in the direction sought with a large enough effect; inconclusive = small, poorly fitted or top-dose-only effect, or another doubt; inactive = no such curve, though single readings can be large; an effect the other way counts as inactive or inconclusive. Compounds as they come. About 3.8% of those tested had a hit in this group.

SMILES	B2AR arrestin	TCR act	ELG1 repair inh	MLL CXXC-DNA inh	p53 reactivation	Integrin act MD	TSG101-PTAP inh	BRCA1 expr up	A-T KAP1 phos	TRPV1 ag
CC(=O)C1=NN(c2ccccc2)C(c2ccc3c(c2)OCO3)N1c1ccc(N2CCOCC2)cc1 (stereo unspecified)	0.0%	0.4%[46.1 µM]	-25.9%	9.0%	-6.0%	-2.8%	1.4%	-24.8%	-2.6%	4.5
Cc1ccccc1NC(=O)C1CC(=O)OC12CCOC(C)(C)C2 (stereo unspecified)	0.4%	3.9%	?	-2.4%	-2.0%	4.1%	-2.1%	1.8%	4.9%	-0.8
O=C(CCC(=O)c1ccc(Br)cc1)Nc1ccc(F)cc1	-0.8%	0.8%	?	15.5%	-0.4%	-1.8%	-4.8%	-3.4%	0.3%	?
CCCc1[nH]nc2c1C(c1ccsc1)C(C#N)=C(N)O2 (stereo unspecified)	0.4%	-2.3%	14.1%	-15.2%	3.7%	-44.8%	-3.2%	-11.6%	4.3%	-3.0
Cc1cccc(NC(=O)CCS(=O)(=O)c2ccc(Br)cc2)c1	-0.1%	-1.3%	-3.0%	22.8%	-1.9%	29.8%	2.2%	2.0%	-4.3%	3.9
COc1ccc(-c2nnc(SCC(=O)NNC(=O)c3ccc(C)cc3)o2)cc1	-2.0%	-2.9%[46.1 µM]	9.0%	4.9%	-1.0%	-4.0%	0.2%	-20.2%	1.2%	-1.2
CCCC(=O)Nc1nnc(SCC(=O)N2CCN(c3ccccc3)CC2)s1	0.1%	8.7%	0.0%	4.2%	0.9%	9.0%	-1.0%	-9.6%	-2.3%	-8.3
Cc1ccc(Nc2nc(CSc3nnc(-c4cccnc4)n3-c3ccccc3C)cs2)cc1	13.0%	3.6%[46.1 µM]	-28.8%	5.8%	?	-10.9%	0.5%	-27.7%	-2.4%	?
COc1ccc(CNC(=O)c2cc(=O)c3cc(C)ccc3o2)cc1	0.3%	-2.5%	0.1%	2.1%	-4.3%	6.7%	-7.5%	2.0%	-4.4%	13.6
O=C(Nc1ccc(N2CCN(C(=O)c3cccs3)CC2)cc1)c1cccnc1	-0.5%	5.2%	?	-18.5%	6.8%	11.6%	-1.3%	2.9%	-8.5%	-0.8
O=C(CN1C(=O)C2CC=CCC2C1=O)NCC(=O)Nc1ccc(F)c(F)c1 (stereo unspecified)	0.0%	-0.3%	1.6%	.	5.7%	1.1%	-5.8%	4.5%	-2.8%	-4.5
C/C(Cc1ccccc1)=N\NC(=O)CNC(=O)c1ccc(C(C)(C)C)cc1	0.4%	-0.6%[46.1 µM]	?	13.9%	0.8%	-18.9%	0.3%	39.8%	2.0%	-3.5
CN(C)CCNC(=O)c1sc2cccc(F)c2c1Cl	-1.0%	3.8%	?	12.2%	15.0%	-32.9%	-3.6%	51.4%	0.2%	-0.9
COc1ccc(-c2nc(CSCC(=O)N3CCN(C(=O)c4ccco4)CC3)c(C)o2)cc1OC	-3.7%	-7.8%	-16.7%	6.5%	-7.2%	-2.9%	-0.3%	-10.1%	1.8%	-1.3
CCN(CC)C(=O)N1CCN(c2c([N+](=O)[O-])c(=O)oc3ccccc23)CC1	0.5%	12.3%	14.1%	.	-0.7%	-7.9%	-4.4%	-10.2%	-2.9%	-1.1
Cc1ccc(C(C)n2cc(C(=O)NCc3ccncc3)nn2)cc1 (stereo unspecified)	-0.5%	7.8%	0.1%	-13.6%	-8.0%	6.7%	-4.0%	-3.1%	2.8%	?
CN1CCN(S(=O)(=O)c2ccc3c(c2)CC(=O)N3C)CC1	-0.1%	4.0%	13.6%	-2.1%	-0.5%	3.3%	-5.2%	-8.5%	8.4%	0.2
N#Cc1cccc(NCC(=O)Nc2cccc(S(=O)(=O)N3CCCCC3)c2)c1	0.2%	2.9%	-16.6%	.	-1.7%	?	-3.7%	-25.4%	3.9%	0.7
Cc1ccc(NC2=NC(c3ccc(O)cc3)n3c(nc(C)cc3=O)N2)cc1 (stereo unspecified)	-0.6%	-0.7%	9.6%	14.5%	-0.5%	7.2%	-2.2%	-0.7%	8.1%	-0.7
C=CCc1cc(/C=C2/NC(=O)N(CC(=O)OC)C2=O)cc(OC)c1O	0.5%	-0.7%	2.0%	-1.7%	7.4%	25.5%	-2.3%	-27.3%	-0.3%	-1.8
O=C(COC(=O)C1Cc2ccccc2CN1C(=O)c1ccccc1Cl)Nc1ccc(N2CCOCC2)cc1 (stereo unspecified)	1.9%	-3.4%[46.1 µM]	?	0.6%	2.6%	8.0%	-0.9%	-0.6%	-4.4%	20.0
O=C(Cc1ccccc1)Nc1ccc2c(c1)CCC2	0.3%	-0.9%	?	-4.0%	23.5%	16.3%	-3.4%	?	3.0%	?
CCc1cc(=O)oc2cc(OC(C)=O)cc(OC(C)=O)c12	0.0%	-6.9%	?	-4.6%	-8.4%	19.0%	1.7%	5.6%	2.0%	-2.7
O=C(NCCc1ccccc1)C1c2ccccc2C(=O)N1Cc1cccs1 (stereo unspecified)	0.0%	-9.6%	?	9.2%	0.4%	2.5%	-1.0%	-10.8%	26.5%	-16.9
O=C(NCc1ccccc1)c1nc[nH]c1C(=O)N1CCc2ccccc2C1	-0.1%	-1.2%	7.5%	.	-6.6%	-11.6%	.	-2.9%	7.7%	11.3
Following part:
SMILES	B2AR arrestin	TCR act	ELG1 repair inh	MLL CXXC-DNA inh	p53 reactivation	Integrin act MD	TSG101-PTAP inh	BRCA1 expr up	A-T KAP1 phos	TRPV1 ag
CCCC(=O)Nc1nnc(/C=C/c2ccc(OC)cc2)s1	0.3%	-4.1%	0.0%	-5.5%	3.6%	11.8%	4.0%	5.62µM*	0.0%	-2.9
Cc1sc(NC(=O)COc2ccccc2)c(C#N)c1-c1ccccc1	-0.2%	-1.6%[46.1 µM]	?	0.4%	?	2.2%	-5.0%	73.2%	6.4%	6.3
CC(=O)N1CCc2cc(S(=O)(=O)CCC(=O)NCCc3ccc(C)cc3)ccc21	0.4%	-3.9%	-20.4%	0.1%	25.3%	-1.7%	1.8%	-1.8%	-3.5%	0.2
CSc1nnc(-c2sc3cc(C(F)(F)F)cnc3c2-c2ccccc2)n1C	0.4%	12.4%	?	2.6%	-0.2%	-7.4%	-4.6%	-63.9%	3.9%	16.1
COc1ccc(S(=O)(=O)NCCSCc2cccc(C)c2)cc1Br	0.4%	2.6%	?	7.8%	15.0%	23.9%	-2.5%	-35.5%	6.8%	-2.5
COc1ccccc1CNc1ccccc1F	0.0%	4.4%	1.5%	10.4%	1.1%	1.0%	-0.1%	4.8%	-3.1%	13.6
C=CCNC(=S)N/N=C/c1ccc(C)s1	5.62µM*	0.3%	3.2%	3.0%	24.4%	-32.2%	-2.4%	10.9%	2.8%	-1.8
O=C(Cc1c(F)cccc1Cl)NNC(=O)c1ccco1	-0.4%	-7.0%	5.2%	.	1.0%	-16.0%	0.1%	24.8%	-3.9%	.
O=CN(Cc1ccco1)C1(C(=O)NC2CCCCC2)CCCCC1	0.4%	3.2%	5.6%	0.9%	-4.6%	4.4%	0.0%	-5.8%	4.9%	8.7
O=C(N/N=C/c1ccc(OCc2ccccc2)cc1)c1ccco1	0.2%	-2.3%	?	5.0%	7.8%	-18.4%	-2.9%	?	2.9%	9.2
O=S(=O)(Nc1cc(C(F)(F)F)ccc1N1CCOCC1)c1ccccc1	0.1%	-0.1%	1.6%	3.5%	-1.1%	33.8%	-2.4%	-31.0%	0.5%	11.4
O=C(O)CN1C(=O)COc2ccc(S(=O)(=O)N3CCCCCC3)cc21	-0.4%	-5.3%	12.5%	10.2%	7.6%	-9.5%	-4.9%	0.5%	0.9%	1.0
Cc1cc(C)nc(Oc2ccc([N+](=O)[O-])cc2)n1	0.2%	3.9%	?	6.1%	-4.9%	-5.3%	-0.2%	38.1%	3.9%	-8.1
CC1=C(C(=O)OCc2ccccc2)C(c2ccccc2OC(F)F)NC(=O)N1 (stereo unspecified)	-0.1%	5.5%	?	2.4%	-2.9%	-43.8%	-5.1%	-9.2%	0.3%	0.3
O=C(NCC(c1ccc(F)cc1)N1CCOCC1)c1c(F)cccc1F (stereo unspecified)	-0.3%	2.4%	-2.4%	7.5%	-0.4%	3.2%	-3.0%	-11.3%	-40.9%	1.7
CN(C)C(=S)N=c1ssc(=S)n1Cc1ccco1	.	3.1%	.	.	.	0.0%	-0.2%	-65.3%	.	.

No new results follow: entries from further up.
SMILES	B2AR arrestin	TCR act	ELG1 repair inh	MLL CXXC-DNA inh	p53 reactivation	Integrin act MD	TSG101-PTAP inh	BRCA1 expr up	A-T KAP1 phos	TRPV1 ag
O=C(NCC(c1ccc(F)cc1)N1CCOCC1)c1c(F)cccc1F (stereo unspecified)	-0.3%	2.4%	-2.4%	7.5%	-0.4%	3.2%	-3.0%	-11.3%	-40.9%	1.7
CN(C)C(=S)N=c1ssc(=S)n1Cc1ccco1	.	3.1%	.	.	.	0.0%	-0.2%	-65.3%	.	.
